Source: PubChem BioAssay (National Center for Advancing Translational Sciences (NCATS))
RORgamma inh = qHTS for inhibitors of ROR gamma transcriptional activity. Potency, µM (top dose mostly 53.6 µM), for the others: at the top dose activity change, negative = inhibition, actives largely listed as inhibitors. AID 2551, 2010. Drosophila S2 Gal4-RORgamma UAS-luciferase reporter, 20 h. hit rate 5.4% among 310,000. Nuclear receptor ROR-gamma (Mus musculus), P51450; also: % is scaled to controls: 0 for no effect and ±100 for the full control effect; nearly all actives have a fitted effect of over 60% in size
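Stably transfected Drosophila Schneider cells are the test system, with ROR gamma fused to Gal4 and luciferase under UAS control; luminescence is read after 20 hr of 700 uM copper sulfate induction at ambient temperature.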
ELG1 genotox = qHTS screen for small molecules that induce genotoxicity in human embryonic kidney (HEK293T) cells expressing luciferase-tagged ELG1 | hit rate 1.3% among 330,000 | HEK293T ELG1-luciferase reporter, luminescence, 16 h | Potency, µM (top dose mostly 46 µM), for inactives: top-dose activity change, positive = activation, hits mostly activators | AID 504466, 2011; also: % of control where 0% means no effect; nearly all actives have a fitted effect of over 60% in size
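Quantitative HTS format in 1536-well plates. HEK293T ELG1-luciferase reporter cells receive test compound and are incubated 16 hr at 37 °C, 5% CO2; ONE-Glo added, 30 min room temperature, then luminescence read.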
Gal4-VP16 FLuc = VP16 counterscreen qHTS for inhibitors of ROR gamma transcriptional activity | Drosophila S2 Gal4-VP16 UAS-luciferase, luminescence, 20 h | Potency, µM (titrated, usually from 53.6 µM), without a hit: at the highest dose activity, negative = inhibition, actives largely listed as inhibitors | hit rate 3.5% among 310,000;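 also: Gal4-VP16 expression switched on by copper sulfate through the metallothionein promoter; % is scaled to controls: 0 for no effect and ±100 for the full control effect; nearly all actives have a fitted effect of over 50% in size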
p53 reactivator = qHTS assay for re-activators of p53 using a Luc reporter; H1299 p53-A138V BP100-luciferase reporter, luminescence, 24 h; Potency, µM (series often up to 92.2 µM), inactives show top-dose activity change, positive = activation, usual class: activators; hit rate 0.063% among 320,000; AID 504706, 2011; also: % of control where 0% means no effect; nearly all actives have a fitted effect of over 45% in size
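H1299 (p53-null), stable ts p53-A138V + BP100-Luc; 1000 cells/well, Opti-MEM/10% FBS; cpd 4 pt, 1:5; 24 h, 37 deg C, 5% CO2; detection reagent 10 min RT; luminescence.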
FLuc modulator = qHTS profiling assay for firefly luciferase inhibitor/activator using purifed enzyme and Km concentrations of substrates (counterscreen for miR-21 project). hit rate 6.9% among 360,000. Potency, µM (series often up to 57.5 µM), for inactives: at the top dose activity change, negative = inhibition, hits mostly inhibitors. purified FLuc, Km substrates, luminescence inhibition. AID 588342, 2011;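 also: plate controls were vehicle for no effect and reference inhibitor for full effect; nearly all actives have a fitted effect of over 55% in size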
Target sequence (P08659 whole entry, looked up): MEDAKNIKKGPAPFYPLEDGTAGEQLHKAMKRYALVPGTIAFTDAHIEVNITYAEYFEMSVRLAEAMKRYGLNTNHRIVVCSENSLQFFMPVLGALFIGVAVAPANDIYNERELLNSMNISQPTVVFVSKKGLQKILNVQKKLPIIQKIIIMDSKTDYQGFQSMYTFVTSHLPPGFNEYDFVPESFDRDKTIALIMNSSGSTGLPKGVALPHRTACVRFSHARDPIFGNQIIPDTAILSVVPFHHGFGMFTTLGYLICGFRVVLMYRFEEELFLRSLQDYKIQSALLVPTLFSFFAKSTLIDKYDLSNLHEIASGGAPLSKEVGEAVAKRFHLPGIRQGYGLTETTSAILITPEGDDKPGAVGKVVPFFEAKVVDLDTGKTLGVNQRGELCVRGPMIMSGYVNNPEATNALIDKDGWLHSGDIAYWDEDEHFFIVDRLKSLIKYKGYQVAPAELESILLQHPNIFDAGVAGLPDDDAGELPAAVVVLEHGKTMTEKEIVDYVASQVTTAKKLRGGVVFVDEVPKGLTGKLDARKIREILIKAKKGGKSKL
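Purified P. pyralis luciferase (10nM final) with 10uM D-luciferin and 10uM ATP (Km levels) in 50mM Tris acetate pH 7.5, 10mM Mg acetate, 0.01% Tween-20, 0.05% BSA; qHTS 6-point titration, ~60 µM downward; luminescence read.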
BRCA1 expr up = qHTS Assay to Identify Small Molecule Activators of BRCA1 Expression. MCF7-BRCA1-FFLuc reporter, luminescence, 48 h; response scale: scaled: vehicle 0%, 10 µM genistein 100%. Potency, µM (highest dose often 46.1 µM), without a hit: at the highest dose activation, most hits filed as activators. hit rate 1.1% among 380,000. AID 624202, 2012; also: nearly all actives have a fitted effect of over 80% in size; some results filed as inactive show a strong effect at the top dose
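Quantitative HTS in MCF7 cells stably reporting BRCA1 expression via firefly luciferase. Compound treatment lasts 48 h at 37 °C in phenol-red free MEM. Activation is expressed relative to genistein at 10 microM and DMSO.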
uPA generation = qHTS for Inhibitors of Cell Surface uPA Generation | cell surface uPA generation assay, qHTS | Potency, µM (series often up to 38.3 µM), for inactives: top-dose activity change, negative = inhibition, actives largely listed as inhibitors | hit rate 0.31% among 330,000 | AID 540303, 2011; active = well fitted inhibition curve with a large enough effect; inconclusive = small, poorly fitted or top-dose-only effect; inactive = no such curve, though single readings can be large or run the other way; tested in mouse RAW 264.7 cells; also: % is scaled to controls: 0 for no effect and ±100 for the full control effect; nearly all actives have a fitted effect of over 55% in size
NPC1 prom act = qHTS Assay for NPC1 Promoter Activators. Huh7 NPC1 promoter luciferase reporter, 24 h. Potency, µM (titrated, usually from 9.22 µM), for inactives: top-dose activation, hits mostly activators. hit rate 2.4% among 320,000. AID 485313, 2010;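 also: % of control where 0% means no effect; nearly all actives have a fitted effect of over 60% in size; reporter is driven by a mutant NPC1 promoter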
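Stably transfected Huh7 (NPC1 promoter→luciferase), 1500 cells/well in Opti-MEM + 10% FBS, 2 h settle, then compound 24 h at 37 °C. Luminescence after 10 min with Amplite reagent.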
Rab9 promoter act = qHTS Assay for Rab9 Promoter Activators; Huh7 Rab9 promoter-luciferase reporter, luminescence, 24 h; Potency, µM (top dose mostly 9.22 µM), inactives show at the highest dose activation, negative = inhibition, hits mostly activators; hit rate 2.8% among 320,000; AID 485297, 2010; also: % of control where 0% means no effect; nearly all actives have a fitted effect of over 60% in size
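Promoter activation is measured as luciferase luminescence in Huh7 cells stably transfected with a Rab9 promoter–luciferase construct, following 24 h compound exposure at 37 °C and 10 min reagent incubation at ambient temperature.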
MBNL1-CUG inh = qHTS Assay for Inhibitors of MBNL1-poly(CUG) RNA binding | Muscleblind-like protein 1 (Homo sapiens), Q9NR56 | TR-FRET MBNL1-His/biotin-(CUG)12 binding, 665/545 ratio | Potency, µM (titrated, usually from 57.5 µM), without a hit: at the top dose activity change, negative = inhibition, most hits filed as inhibitors | hit rate 0.036% among 280,000; active = well fitted inhibition curve with a large enough effect in the signal ratio, with a control signal flat, not every such curve was filed as active; inconclusive = small, poorly fitted or top-dose-only effect, or effect the other way, or a change in a side signal; inactive = no such curve, though single readings can be large or run the other way; the % refers to the signal ratio; also: % is scaled to controls: 0 for no effect and ±100 for the full control effect
Target sequence (Q9NR56 whole entry, looked up): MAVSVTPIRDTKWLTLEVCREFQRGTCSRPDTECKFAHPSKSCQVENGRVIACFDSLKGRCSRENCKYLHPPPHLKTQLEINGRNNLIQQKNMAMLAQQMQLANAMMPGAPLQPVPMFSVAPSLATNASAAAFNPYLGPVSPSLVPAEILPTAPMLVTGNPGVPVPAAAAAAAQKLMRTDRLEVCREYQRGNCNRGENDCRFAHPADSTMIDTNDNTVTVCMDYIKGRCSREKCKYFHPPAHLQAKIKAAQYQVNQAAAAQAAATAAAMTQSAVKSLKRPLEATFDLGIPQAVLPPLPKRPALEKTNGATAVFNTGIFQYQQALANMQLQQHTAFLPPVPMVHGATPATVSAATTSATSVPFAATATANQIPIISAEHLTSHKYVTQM
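TR-FRET readout: Ex 340 nm, 665/545 nm emission ratio, normalized to buffer-only (basal) and MBNL1-(CUG)12 controls. Complex of MBNL1-His with Biotin-(CUG)12, compounds 92 nM–58 uM, incubated 60 min at room temperature.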
Active calls of the source: *; ? = inconclusive; · = no result given; & = joins results of further samples; [ ] = dose if it differs, or a comment. Unless noted, calls follow the shape of the dose curve; as a rule, active = well fitted curve in the direction sought with a large enough effect; inconclusive = small, poorly fitted or top-dose-only effect, or another doubt; inactive = no such curve, though single readings can be large; an effect the other way counts as inactive or inconclusive. Potency is read from the fitted curve at half-maximal effect.

SMILES | RORgamma inh | ELG1 genotox | Gal4-VP16 FLuc | p53 reactivator | FLuc modulator | BRCA1 expr up | uPA generation | NPC1 prom act | Rab9 promoter act | MBNL1-CUG inh
C/C(N)=C(/C#N)C(=O)COC(=O)c1ccccc1O | 18% | 7% | ? | 25% | ? | -9% | 3% | -2% | -2% | ·
O=C(N1CCOCC1)C1(S(=O)(=O)c2ccccc2)CC=CC1 | -1% | 4% | 1% | · | 3% | 3% | 2% | -2% | 1% | -10%
Cc1ccc(C)c(-c2nnc(NC(=O)CCS(=O)(=O)c3ccccc3)o2)c1 | · | -1% | · | -3% | 2% | 19% | -8% | 1% | -2% | ·
O=C(CNC(=O)c1ccc(Cl)cc1Cl)OCc1cn2cc(Br)ccc2n1 | · | 1% | · | 5% | · | -2% | -3% | · | · | ·
C#CCNC(=O)C1=C[C@@H](C2CCCCC2)[C@H](CCCO)[C@@H](OCC)O1 | 6% | 2% | 2% | -3% | 2% | 0% | 10% | -5% | -4% | -5%
CCOC(=O)Cc1csc(NC(=O)CSc2nc(=O)[nH]c3c2CCCC3)n1 | · | 2% | · | -5% | 4% | -8% | -6% | 0% | -13% | ·
Nc1ccccc1C(=O)NNC(=O)C(=O)/C=C(\O)c1ccccc1 | 11µM* | 15% | ? | 4% | 13µM* | 39% | -8% | 17% | 21% | ·
CC(C)CN(C(=O)CSc1nnnn1C)C1CCS(=O)(=O)C1 (stereo unspecified) | -26% | 0% | -4% | -2% | 0% | 7% | -4% | -10% | 0% | -6%
COc1ccc(OC)c(C(O)CNC(=O)CN)c1 (stereo unspecified) | 9% | 2% | 1% | -1% | 3% | -10% | 1% | -3% | 1% | ·
CCC(C(=O)Nc1ccncc1)c1ccccc1 (stereo unspecified) | ? | -8% | 13µM* | 8% | 0% | -28% | -3% | -7% | -1% | ·
COC(=O)c1[nH]c2ccc(Cl)cc2c1NC(=O)CCN1CCN(C2CCCCC2)CC1 | 2% | 4% | 0% | -16% | -2% | -35% | -2% | -1% | -7% | ?
COc1ccc(NC(=O)Cn2c3ccc(OC)cc3c3nc4n(c(=O)c32)CCS4)cc1 | 1% | 16% | -1% | 1% | 2% | -3% | 7% | -1% | -10% | 17%
CN(C)c1ccc(-c2nn3c(-c4ccccc4Cl)nnc3s2)cc1 | -1% | -5% | -9% | 0% | ? | -85% | -7% | -11% | -18% | 2%
COc1ccc(Sc2nc3ccccc3n3c(C(F)(F)F)nnc23)cc1 | -13% | -2% | 2% | -3% | -3% | -19% | · | 1% | -4% | -6%
CCOc1c(OC(C)=O)ccc(/C=C2\N=C(SCC)SC2=O)c1[N+](=O)[O-] | -1% | -2% | -3% | -6% | -10% | -38% | 1% | 0% | -21% | 9%
O=C(CN1C(=O)NC2(CCCCCCC2)C1=O)Nc1ccc(OC(F)F)cc1 | · | 0% | · | -5% | · | -51% | -7% | · | · | ·
Cn1cccc1-c1nc2ccc(NC(=O)c3ccc([N+](=O)[O-])cc3)cc2[nH]1 | 7% | 9% | -1% | 0% | -2% | 0% | -7% | -3% | 4% | 4%
COc1ccc(CC(=O)OCC(=O)N(C)C2CCS(=O)(=O)C2)cc1OC (stereo unspecified) | · | -2% | · | 4% | -1% | 0% | -5% | 0% | -3% | ·
COCCCNC(=O)c1c(NC(=O)c2cccs2)sc2c1CCCC2 | 5% | -2% | 3% | -4% | -2% | -22% | 1% | -3% | 0% | 12%
CCC(C)N(C(=O)CSc1ncnc2c1cnn2-c1ccccc1)C1CCS(=O)(=O)C1 (stereo unspecified) | · | 8% | · | 0% | ? | -26% | 27% | -1% | -2% | ·
CC(C)CCNC(=O)C(c1ccc(O)cc1)N(C(=O)C1COc2ccccc2O1)c1cccc(O)c1 (stereo unspecified) | 35% | -8% | 0% | -2% | -6% | -42% | 5% | -3% | 7% | -7%
Cc1nn(-c2ccccc2)c(C)c1NC(=O)COC(=O)/C=C/c1ccccc1 | · | -9% | · | -2% | 2% | 19% | 0% | -1% | 0% | ·
Cc1cc(/C=C2/NC(=O)NC2=O)c(C)n1-c1sc2c(c1C#N)CCCC2 | 11µM* | 1% | 0% | -6% | -21% | -44% | 1% | -1% | 0% | 18%
CC(C)n1cnc2c(=S)nc[nH]c21 | -29% | 0% | -4% | 1% | -1% | 2% | -3% | 2% | 0% | 7%
COc1cccc(NC(=O)CN(C)C(=O)CCNS(=O)(=O)c2ccc(C)cc2)c1 | · | -2% | · | -3% | 1% | 5% | ? | -4% | -7% | ·

The last two compounds of the part above open the next one.
SMILES | RORgamma inh | ELG1 genotox | Gal4-VP16 FLuc | p53 reactivator | FLuc modulator | BRCA1 expr up | uPA generation | NPC1 prom act | Rab9 promoter act | MBNL1-CUG inh
CC(C)n1cnc2c(=S)nc[nH]c21 | -29% | 0% | -4% | 1% | -1% | 2% | -3% | 2% | 0% | 7%
COc1cccc(NC(=O)CN(C)C(=O)CCNS(=O)(=O)c2ccc(C)cc2)c1 | · | -2% | · | -3% | 1% | 5% | ? | -4% | -7% | ·
O=c1cc(Nc2ccc3c(c2)OCO3)[nH]c(=O)n1-c1ccc(Br)cc1 | 5% | -1% | -8% | 19% | -2% | -61% | 0% | 0% | ? | 5%
CCN(CC)S(=O)(=O)c1ccc(OC(C)C)c(NC(=O)C2=COCCO2)c1 | · | -4% | · | -6% | -1% | -37% | -8% | -3% | -4% | ·
COC(=O)c1ccc(NC(=O)N2CCC(O)(c3cccnc3)CC2)cc1 | 21% | -3% | ? | -6% | -9% | -2% | 0% | 0% | 2% | -15%
CCOP(=O)(OCC)C(NC(=O)Nc1ccc(Cl)c(Cl)c1)C(N)=O (stereo unspecified) | 13% | -1% | ? | -10% | 2% | 1% | -4% | 1% | -1% | -8%
CCC1S/C(=N/C(=O)NC2CCCCC2)NC1=O (stereo unspecified) | 10% | ? | ? | ? | ? | 76% | 7% | ? | ? | 9%
COc1ccc(OCC(O)CNC(=O)Nc2cc(F)ccc2C)cc1 (stereo unspecified) | 33% | -1% | 3% | -2% | 0% | -17% | -1% | -8% | -6% | ·
COc1cc(C)c(/C=C(\C#N)C(=O)Nc2ccc(C)cc2)cc1C(C)C | -9% | 3% | -16% | -10% | -1% | -8% | -7% | -9% | -36%[inhibitor] | -9%
O=C(c1ccoc1)N1CCC2(CC1)Oc1ccc(F)cc1C(=O)C21CC(c2ccccc2)=NO1 (stereo unspecified) | -2% | -6% | -18% | -2% | -1% | -18% | -16% | -12% | -1% | 2%
COc1ccc(NC(=O)CC2Nc3ccccc3NC2=O)c([N+](=O)[O-])c1 (stereo unspecified) | 23% | 4% | -8% | 3% | 1% | -13% | -14% | -4% | 5% | ·
CC(=O)NC(c1cc(Cl)c2cccnc2c1O)C(C)C (stereo unspecified) | · | 15% | · | 27% | 3%&2% | -57% | 3.2µM* | -36%&-36%[inhibitor] | -38%&-4%[inhibitor] | ·
Cc1ccc2nc(Cc3ccc(N)cc3)oc2c1 | ? | 12µM* | 5% | 20% | 13µM* | ? | -1% | 3.5µM* | 3.2µM* | 13%
O=C(CCCN1C(=O)c2ccccc2C1=O)N1CCOCC1 | 0% | 1% | -2% | 6% | -1% | 4% | 1% | 2% | -13% | -1%
CC1(C)CC(=O)C(Sc2ccccc2C(=O)O)=C(O)C1 | -7% | 1% | -9% | 9% | 4% | -14% | 19% | 1% | -3% | -9%
C=CCc1cccc2ccc(=O)oc12 | 22% | 8% | -8% | 1% | 0% | 2% | 5% | -7% | -2% | -11%
COC(=O)c1nc2n(n1)C(c1ccc([N+](=O)[O-])cc1)C(C(=O)Nc1ccc(Cl)cc1)=C(C)N2 (stereo unspecified) | 21% | 5% | 1% | -7% | 1% | -14% | 0% | -1% | 3% | 3%
Cc1ccc(N(CC(=O)NC2CCCC2)C(=O)CCC(=O)Nc2nccs2)c(C)c1 | 9% | -4% | 11% | -3% | 1% | -32% | -7% | 1% | -2% | -4%
CCC1Oc2ccc(C)cc2N(CC(=O)NCCCN2CCCCC2C)C1=O (stereo unspecified) | ? | 0% | ? | -4% | 1% | -3% | 5% | -6% | 1% | -5%
CCC(c1nnnn1Cc1ccccc1)N(Cc1cc2cc(OC)ccc2[nH]c1=O)CC1CCCO1 (stereo unspecified) | -2% | -3% | 16% | -6% | 0% | -47% | 3% | -2% | -8% | ?
O=C(CN1C(=O)COc2ccccc21)NCCC1=CCCCC1 | 34%[0.365 µM] | 9% | · | 1% | -1% | -1% | -4% | -4% | ? | 1%
O=C(COc1ccccc1[N+](=O)[O-])Nc1cc(Cl)ccc1C(=O)O | 11% | -2% | 29% | -2% | ? | -2% | -11% | -2% | 0% | -19%
CCc1ccc(NC(=O)CNC(=O)[C@@H]2Cc3ccccc3CN2C(=O)OC(C)(C)C)cc1 | 23% | 7% | -11% | -3% | -17% | -23% | 19% | -2% | 4% | 4%
